From PubChem
All columns: NCI-60 one-dose screen, growth in % after 48 h at 10 µM unless noted; 100 = growth as untreated, 0 = no growth, -100 = all killed.
SNB-75: SNB-75 CNS cancer | 79,000 tested, 5% active | AID 1794750
U251: U251 CNS tumor cells; 80,000 tested, 5.4% active; AID 1794753
SF-268: SF-268 CNS cancer cells | 82,000 tested, 3.1% active | AID 1794759
SNB-19: SNB-19 CNS cancer cells. 81,000 tested, 2.5% active. AID 1794751
SF-295: SF-295 CNS cancer cells. 79,000 tested, 5.6% active
SF-539: SF-539 CNS cancer; 81,000 tested, 6.8% active
HCC-2998: HCC-2998 colon cancer. 79,000 tested, 4.7% active. AID 1794799
DU-145: DU-145 prostate cancer. AID 1794760. 81,000 tested, 4.2% active
PC-3: PC-3 prostate cancer cells. 80,000 tested, 3.9% active. AID 1794754
* = called active by the depositor; nt = no result given; & = joins results of further samples. The calls were made as follows: active = growth percent below 10; inactive = the rest.

SMILES	SNB-75	U251	SF-268	SNB-19	SF-295	SF-539	HCC-2998	DU-145	PC-3
COc1ccc(-c2cc(=O)c3ccc(O)cc3o2)cc1	97.6	92.1	88.1	107.0	98.7	101.2	100.2	94.0	91.4
CSc1nc2c(c(=O)n1C)C(c1ccc(Cl)cc1)C1=C(N2)/C(=C/c2ccc(Cl)cc2)CCC1 (configuration not stated)	84.1	103.4	95.1	93.0	114.8	103.8	105.7	117.6	99.4
C#C[C@]1(O)CC[C@H]2[C@@H]3CC=C4c5sc(-c6cccc(C)c6)nc5CC[C@]4(C)[C@H]3CC[C@@]21C	13.8	71.8	60.8	86.7	58.5	15.9	72.5	78.5	40.5
O=C1CCC23OC(c4ccccc4)(C(=O)c4ccccc4N12)C1Nc2ccccc2SCC(=O)N13 (configuration not stated)	55.1	71.0	58.7	77.1	91.4	84.4	91.3	49.5	33.1
O=C(/C=C/c1ccc(F)cc1)c1ccc(O)cc1	95.3	66.7	100.9	91.4	103.9	93.7	111.5	95.5	95.4
O=C1CCC23C=CC(O2)C2(Nc4ccccc4NC2=O)c2cc(Cl)ccc2N13 (configuration not stated)	95.2	109.9	95.7	106.9	110.0	92.8	102.1	104.1	91.8
CCCCN(CCCC)CC(C)(C)C(O)c1ccc(OC)c2ccccc12 (configuration not stated)	100.7	50.3	85.3	76.3	-7.1*	76.9	51.9	69.2	29.5
Nc1ccc(I)cc1	91.1	83.5	74.4	93.7	98.4	97.6	111.7	87.1	68.9
CC1(C)CCc2cc(-c3ccn(S(=O)(=O)c4ccc(C(C)(C)C)cc4)n3)ccc2O1	100.2	80.8	92.1	88.3	82.6	91.2	98.0	95.7	70.1
C[C@H]1C(=O)C23CCC1C[C@@]21O[C@@H]2C(C)(C)C=CC(=O)C23COC1=O	83.6	104.9	103.8	100.0	110.4	110.8	104.0	104.0	nt
O=C(CCCCCC1CCCCC1)OCC1CCCO1 (configuration not stated)	95.9	115.4	117.0	111.3	127.7	115.6	103.2	104.8	85.9
Cc1ccc(S(=O)(=O)NC(=O)O/N=C/c2ccc3c(c2)OCO3)cc1	91.7	103.6	112.2	104.0	186.0	104.7	107.4	115.8	107.4
CCC1CCCCN1C(=S)N/N=C(\C)c1ccccn1 (configuration not stated)	16.1	6.6*	1.8*	16.2	13.0	nt	17.9	20.3	nt
CC1(C)OC(=O)C2(c3ccccc3-c3ccccc32)C1NC1CCCCC1 (configuration not stated)	107.6	96.8	109.5	106.8	99.8	114.2	107.4	106.9	104.9
COc1c(C)cnc(CSc2nc(-c3ccccc3)cn2-c2ccc(Cl)cc2)c1C	102.7	97.6	102.2	96.6	105.0	100.6	108.7	110.1	67.0
NS(=O)(=O)c1ccccc1N/C=C/C(=O)c1cc2ccccc2oc1=O	82.1	102.3	96.3	96.4	108.2	88.7	111.6	103.7	93.0
O=S(=O)(Cc1ccccc1)C(Cl)(Cl)c1ccccc1	113.8	108.8	104.5	93.8	114.6	115.3	112.4	122.9	103.4
Cc1cc(C)nc(NS(=O)(=O)c2ccc(Nc3nc4nc(=S)[nH]c(-c5ccc(O)cc5O)c4c(=O)[nH]3)cc2)n1	83.7	88.8	92.1	102.6	107.0	105.6	132.9	117.5	80.3
COc1ccc(C2OC(=O)C(O)=C2I)cc1OC (configuration not stated)	116.5	92.9	107.6	103.0	91.2	86.8	112.7	87.3	94.5
COc1ccc(-c2nc(N)ncc2Oc2ccccc2OC)c(O)c1	10.8	30.6	46.3	41.5	-0.6*	9.0*	50.6	34.9	31.0
COc1ccccc1N1CCN(CCn2c(=O)c3c(c4ccccc4n3C)n(C)c2=O)CC1	106.8	84.2	96.2	95.2	97.8	nt	103.9	106.6	84.4
N#Cc1c(-c2cccs2)cc(-c2cnccn2)nc1SCC(=O)c1ccccc1	89.3	100.0	97.2	97.3	94.8	100.1	112.3	102.0	98.3
COc1c(/C=N/N=c2sc(C(=O)c3cc4ccccc4o3)nn2-c2ccccc2)c(O)cc2oc(C)cc(=O)c12	104.5	99.2	95.0	100.9	103.2	101.3	109.3	100.0	95.7
CN(/N=N/c1nc[nH]c1C(N)=O)C(C)(C)C	50.7	101.2	76.8	nt	60.0	90.5	74.3	59.6	nt
CCOC(/C=C/c1ccccc1)OCC	89.9	102.4	103.5	97.6	94.8	101.1	95.6	117.5	92.4
Later entries:
SMILES	SNB-75	U251	SF-268	SNB-19	SF-295	SF-539	HCC-2998	DU-145	PC-3
COc1ccc(/C=N/C2=C(C#N)C(c3ccc([N+](=O)[O-])cc3)c3c(ccc4ccccc34)O2)cc1 (configuration not stated)	51.8	95.6	81.6	94.6	84.9	86.5	105.6	101.8	73.5
CS(=O)(=O)/C(C#N)=C/c1c[nH]c2ccccc12	95.9	106.9	107.6	94.2	93.9	103.8	89.6	115.8	84.2
COc1ccc(Nc2ncnc3onc(-c4ccccc4)c23)cc1	85.5	97.1	105.2	98.1	97.4	97.0	102.7	112.4	108.0
Cc1cc(=O)n(C(=O)COc2ccc3c(C)c(Cc4ccccc4)c(=O)oc3c2C)[nH]1	98.9	99.9	97.6	95.2	111.6	103.4	102.9	110.0	97.6
CCNC(=O)CNC(=O)C(Cc1ccc([N+](=O)[O-])cc1)NC(=O)OC(C)(C)C (configuration not stated)	105.9	111.1	105.0	104.3	102.8	111.9	106.7	116.6	90.1
O=C(CN1CCCC1)NNc1ncnc2ccccc12	82.9	105.0	98.5	97.6	101.8	103.0	106.7	105.5	95.7
C=CCN(C#N)CC=C	91.9	96.5	104.5	104.6	100.6	96.8	89.0	105.7	99.2
COc1cc(CNC(=O)c2cc(OC)c(OC)c(OC)c2)ccc1OCC(=O)NO	95.3	100.3	97.6	100.5	99.5	98.6	109.6	108.3	98.3
C[C@@H]1NC(=O)[C@H](Cc2ccccc2)N(Cc2ccco2)C1=O	89.2	88.9	105.3	107.5	103.7	107.1	103.9	114.0	91.9
CCN(CC)c1ccc(C=Nc2ccc3c(O)cc(S(=O)(=O)O)cc3c2)cc1	97.2	89.4	95.6	98.3	101.3	98.7	112.0	108.6	75.9
Cc1cc2c(cc1Cl)C(=O)/C(=C/c1ccc(F)cc1)O2	95.0	89.9	117.2	90.3	98.9	85.9	116.9	117.9	91.1
COc1cc2nnc3c4cccnc4c(C#N)n3c2cc1OC	100.4	107.0	108.8	100.5	130.9	92.1	104.8	125.3	50.5
O=C(O)c1cn(C2CC2)c2cc(N3CCN(CCCN4C(=O)c5ccccc5C4=O)CC3)c(F)cc2c1=O	100.8	107.3	105.2	103.0	100.6	116.7	120.4	104.8	104.5
OC1Cc2ccccc2C1	93.6	104.9	101.7	100.0	95.2	97.1	94.8	102.6	95.4
COc1ccc(C/C(C)=C(/c2ccc(OCCN3CCOCC3)cc2)c2ccc(OC(=O)c3ccccc3)cc2)cc1	90.4	108.0	104.6	105.1	95.7	97.6	104.0	103.3	97.7
COc1ccc(-c2ccn(CC(=O)N3CCOCC3)n2)cc1OC1CCCC1	84.3	97.9	98.7	98.8	90.8	103.0	93.9	104.2	96.8
CCOc1ccc(N2C(=O)N(c3ccc(SC)cc3)C(=O)C2=S)cc1	98.2	103.8	98.5	101.8	100.7	95.9	107.9	97.7	93.6
CCOC(=O)c1c(NC(=O)c2ccccc2C(F)(F)F)sc2c1CCC(=O)C2	65.4	17.5	22.9	18.6	41.6	-6.7*	65.2	95.3	14.6
CCN(Cc1cccc(S(=O)(=O)O)c1)c1ccc(C(=C2C=CC(=[N+](C)C)C=C2)c2ccc(N(C)C)cc2)c(S(=O)(=O)O)c1	89.9	103.6	95.3	105.5	103.2	105.8	90.3	108.7	94.8
COc1cccc(Nc2ncc3c(n2)CCc2cnc(Nc4cccc(OC)c4)nc2-3)c1	69.1	85.1	75.6	83.8	81.1	85.9	96.7	86.2	78.8
COCCNCC(O)Cn1c2ccc(Cl)cc2c2cc(Cl)ccc21 (configuration not stated)	40.7	-5.5*	8.0*	24.0	-6.6*	-85.0*	-30.1*	7.5*	8.2*
CC1(C)O[C@@H]2C(O)[C@@H]3OC(C)(C)O[C@H]3C(O)[C@@H]2O1 (some centres not stated)	109.8	102.6	113.1	99.8	104.7	101.4	108.4	113.8	99.5
Nc1ccc(S(=O)(=O)Nc2ccccn2)cc1	93.0&105.1	102.0&100.9	95.4&108.9	105.7&100.0	114.0&112.6	102.5	108.7&111.5	113.3&111.6	91.8&94.7
COc1ccc2[nH]c(O)c(N=NC(=O)c3oc4ccccc4c3C)c2c1	nt	2.1*	57.7	42.7	5.0*	37.5	45.5	17.6	21.8
CC1=CC=CN2CCC(=O)N=C12	86.5	103.5	109.9	98.1	116.8	103.4	100.5	114.5	101.4
Remaining list, next part:
SMILES	SNB-75	U251	SF-268	SNB-19	SF-295	SF-539	HCC-2998	DU-145	PC-3
COc1cc2c(cc1OCCCCn1c(-c3cc(=O)c4ccccc4o3)nc3ccccc31)N=C[C@@H]1CCCN1C2=O	100.8	75.3	107.3	93.1	112.5	117.6	127.5	117.6	94.9
Nc1cc2c(cc1Br)-c1ccccc1/C2=N\O	75.9	79.0	80.8	102.5	111.7	105.3	116.0	97.6	76.1
O=C(/C=C/c1sc(Cl)nc1Cl)c1ccc(F)cc1	92.5	40.4	92.8	90.8	95.7	66.8	30.4	92.0	88.5
Clc1ccc2nc(-c3c(-c4ccccc4)nc4ncccn34)[nH]c2c1	100.6	90.0	107.0	98.9	nt	88.8	97.1	91.7	75.8
CCN(CC)c1ccn(CC(=O)N[C@@H](CC(C)C)B(O)O)c(=O)c1	92.7	103.5	112.6	102.2	104.7	105.1	103.7	108.4	98.1
OCC12CCCC(OC1)O2 (configuration not stated)	89.1	99.1	118.0	90.5	98.9	98.4	120.7	113.3	98.5
COc1ccc(/C=C/C(=O)N2CCC(O)CC2)cc1OC1CCCC1	90.2	93.0	101.1	95.7	100.8	95.8	111.0	109.5	96.5
COc1cc([N+](=O)[O-])c(C)cc1NC(=O)c1ccc(OC)c(OC)c1	88.9	94.7	107.7	99.2	91.8	109.4	109.8	109.5	99.2
COc1ccc(/C=C2\N=C3N(c4ccccc4)C(C(OC(C)=O)C(OC(C)=O)C(OC(C)=O)C(COC(C)=O)OC(C)=O)N(C(C)=O)N3C2=O)cc1 (configuration not stated)	84.3	95.4	89.7	95.6	nt	98.4	111.4	91.5	67.4
COc1ccc(/C(C)=N/N=C2C(=O)Nc3c(F)cccc32)cc1S(N)(=O)=O	90.8	89.9	96.2	nt	95.1	88.0	109.2	106.3	94.1
Clc1ccc(C=Nc2ccc(Nc3ncnc4sc5c(c34)CCN(Cc3ccccc3)C5)cc2)cc1	89.7	104.6	100.4	91.7	99.4	103.9	114.1	112.9	81.7
O=C(N=Nc1c(O)[nH]c2ccc(Cl)cc12)c1cc(-c2ccc(Cl)cc2)nc2ccccc12	139.2	59.9	85.5	78.8	80.5	88.0	85.3	91.1	78.1
Nc1ccccc1SC1CC(=O)N(c2ccccc2)C1=O (configuration not stated)	75.0	95.1	99.0	94.8	106.9	90.0	nt	105.2	91.8
COc1cc2oc(-c3cccc(C(=O)Nc4ccc(Cl)cc4)c3)cc(=O)c2c(OC)c1OC	70.6	37.4	48.3	52.7	-41.6*	35.2	22.6	42.4	27.1
Cc1ccccc1C(=O)Nc1ccccc1	96.3	100.6	106.2	105.5	100.0	101.6	101.2	108.4	85.0
CCOC(=O)Cn1c(=O)c2cc3c(=O)n(CC(=O)OCC)c(=O)c3cc2c1=O	95.5	105.5	106.2	103.1	118.3	114.6	112.8	113.5	98.0
CC(C)NCC(O)c1ccc(NS(C)(=O)=O)cc1 (configuration not stated)	85.9	103.8	101.7	106.2	92.8	104.6	103.1	111.7	89.7
O=c1[nH]c2ccccc2c(O)c1CCCC1CCCCC1	76.0	96.0	98.2	92.4	100.6	110.5	104.1	103.4	93.1
COc1ccc(N2CCN(C(=O)CSc3ccc(-c4nc5cc(C)c(C)cc5[nH]4)cn3)CC2)cc1	nt	95.9	99.3	87.5	50.2	84.0	94.2	93.1	56.4
O=C(O)C(Br)CN1C(=O)c2ccccc2C1=O (configuration not stated)	86.7	nt	107.4	101.0	96.8	104.2	106.1	111.5	98.0

Gathered by group: those above with an NH in an aromatic ring
SMILES	SNB-75	U251	SF-268	SNB-19	SF-295	SF-539	HCC-2998	DU-145	PC-3
Cc1cc(C)nc(NS(=O)(=O)c2ccc(Nc3nc4nc(=S)[nH]c(-c5ccc(O)cc5O)c4c(=O)[nH]3)cc2)n1	83.7	88.8	92.1	102.6	107.0	105.6	132.9	117.5	80.3
CN(/N=N/c1nc[nH]c1C(N)=O)C(C)(C)C	50.7	101.2	76.8	nt	60.0	90.5	74.3	59.6	nt
CS(=O)(=O)/C(C#N)=C/c1c[nH]c2ccccc12	95.9	106.9	107.6	94.2	93.9	103.8	89.6	115.8	84.2
Cc1cc(=O)n(C(=O)COc2ccc3c(C)c(Cc4ccccc4)c(=O)oc3c2C)[nH]1	98.9	99.9	97.6	95.2	111.6	103.4	102.9	110.0	97.6
COc1ccc2[nH]c(O)c(N=NC(=O)c3oc4ccccc4c3C)c2c1	nt	2.1*	57.7	42.7	5.0*	37.5	45.5	17.6	21.8
Clc1ccc2nc(-c3c(-c4ccccc4)nc4ncccn34)[nH]c2c1	100.6	90.0	107.0	98.9	nt	88.8	97.1	91.7	75.8
O=C(N=Nc1c(O)[nH]c2ccc(Cl)cc12)c1cc(-c2ccc(Cl)cc2)nc2ccccc12	139.2	59.9	85.5	78.8	80.5	88.0	85.3	91.1	78.1
O=c1[nH]c2ccccc2c(O)c1CCCC1CCCCC1	76.0	96.0	98.2	92.4	100.6	110.5	104.1	103.4	93.1
COc1ccc(N2CCN(C(=O)CSc3ccc(-c4nc5cc(C)c(C)cc5[nH]4)cn3)CC2)cc1	nt	95.9	99.3	87.5	50.2	84.0	94.2	93.1	56.4
